High-throughput results (PubChem)
AmpC inh no detg = blocks E. coli AmpC beta-lactamase in detergent-free assay. P00811. AmpC nitrocefin hydrolysis, absorbance 480 nm, 0.0001% Triton. Potency, µM (top dose mostly 57.1 µM), for the others: at the highest dose activity change, negative = inhibition, actives largely listed as inhibitors. 330,000 tested, 0.52% active. AID 485341;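 also: potency is read from the fitted curve at half-maximal effect; plate controls were no compound for no effect and no enzyme for full effect; nearly all actives have a fitted effect of over 20% in size; some results filed as inactive show a strong effect at the top dose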
Target sequence (P00811 whole entry, looked up): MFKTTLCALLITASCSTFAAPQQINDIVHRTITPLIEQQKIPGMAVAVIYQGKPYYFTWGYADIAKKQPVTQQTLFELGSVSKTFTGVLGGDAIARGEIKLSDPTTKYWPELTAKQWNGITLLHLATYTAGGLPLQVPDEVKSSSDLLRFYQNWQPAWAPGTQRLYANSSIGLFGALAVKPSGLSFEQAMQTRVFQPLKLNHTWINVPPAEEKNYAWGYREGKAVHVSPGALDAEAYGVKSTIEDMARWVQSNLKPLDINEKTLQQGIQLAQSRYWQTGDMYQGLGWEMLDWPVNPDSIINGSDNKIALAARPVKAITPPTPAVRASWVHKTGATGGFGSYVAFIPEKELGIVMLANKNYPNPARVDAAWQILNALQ
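20 mM phosphate pH 7.0 + 0.01% (detergent screen) or 0.0001% Triton X-100; 5.3 nM AmpC reagent; cpd preinc 15 min RT; nitrocefin (800 uM stock) to start; A480 q20 s × 4 min; Activity was normalised to no-enzyme and no-compound control wells.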
HCV inhibitor = blocks hepatitis C virus | Huh7.5.1 HCVcc-Cre infection, luciferase reporter, 44 h | 340,000 tested, 3.4% active | Potency, µM (top dose mostly 41.8 µM), without a hit: top-dose activity change, negative = inhibition, usual class: inhibitors; also: potency is read from the fitted curve at half-maximal effect
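Cells (1,000/well) were plated 4 h before compound, then infected with HCVcc-Cre virus (~0.5 moi). After 44 h further culture, infection was read as luciferase luminescence following a 15 min substrate incubation at room temperature.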
Sm TGR inh = blocks Schistosoma mansoni thioredoxin glutathione reductase; Potency, µM (top dose mostly 114 µM), for inactives: at the top dose activity change, negative = inhibition, actives largely listed as inhibitors; Q962Y6; purified TGR, DTNB reduction, TNB absorbance 405 nm; 360,000 tested, 3% active; also: potency is read from the fitted curve at half-maximal effect; nearly all actives have a fitted effect of over 60% in size
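Kinetic colorimetric format: TGR-catalysed, NADPH-driven DTNB reduction monitored via TNB absorbance. Enzyme dispensed at 20 nM; compound exposure 15 min at room temperature before reaction start.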
AmpC inh detg = AmpC beta-lactamase inhibition with detergent present. Potency, µM (series often up to 114 µM), for inactives: at the highest dose activity change, negative = inhibition, actives largely listed as inhibitors. 370,000 tested, 0.041% active. AID 485294. AmpC hydrolysis of nitrocefin, absorbance 480 nm, 0.01% Triton;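 also: potency is read from the fitted curve at half-maximal effect; 0% = no-compound wells and -100% = no-enzyme wells; nearly all actives have a fitted effect of over 25% in size; some results filed as inactive show a strong effect at the top dose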
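20 mM phosphate pH 7.0 + 0.01% (detergent screen) or 0.0001% Triton X-100; 5.3 nM AmpC reagent; cpd preinc 15 min RT; nitrocefin (800 uM stock) to start; A480 q20 s × 4 min; Activity was normalised to no-enzyme and no-compound control wells.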
Giardia FBPA inh = blocks Giardia fructose-bisphosphate aldolase activity; A8B2U2; 290,000 tested, 0.71% active; AID 2451; purified Giardia FBPA; Potency, µM (series often up to 59.6 µM), for the others: top-dose activity, negative = inhibition, usual class: inhibitors; also: potency is read from the fitted curve at half-maximal effect; nearly all actives have a fitted effect of over 55% in size
Target sequence (A8B2U2 whole entry, looked up): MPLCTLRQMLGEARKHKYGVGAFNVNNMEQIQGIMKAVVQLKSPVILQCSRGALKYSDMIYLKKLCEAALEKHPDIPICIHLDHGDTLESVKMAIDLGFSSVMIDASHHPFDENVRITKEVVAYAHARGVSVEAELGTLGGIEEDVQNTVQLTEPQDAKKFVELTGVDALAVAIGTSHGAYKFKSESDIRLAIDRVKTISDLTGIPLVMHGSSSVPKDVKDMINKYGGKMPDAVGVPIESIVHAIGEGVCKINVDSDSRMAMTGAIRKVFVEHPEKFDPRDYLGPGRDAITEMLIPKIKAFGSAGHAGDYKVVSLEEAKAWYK
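40 nM FBPA preincubated 10 min at RT with compound (up to 57.5 uM final), then substrate plus GAPDH/TPI/NAD/arsenate coupling and diaphorase/resazurin added. Fluorescence read after 20 min at RT, 525/598 nm.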
HCMV inh = human cytomegalovirus inhibition | 410,000 tested, 4.5% active | activity change, negative = inhibition, % at 57.5 µM | HFF cells, HCMV-luciferase reporter, 72 h; active compounds read low; in the data active = activity change below about -60%; inconclusive = no clear call, values can overlap the other calls; inactive = above about -39%
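Screen run at 2 compound doses on HFFs infected with reporter HCMV, MOI 1 PFU/cell. Luciferase activity from cell lysates at 72 h post infection gave inhibition relative to buffer-only and Salinomycin wells.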
The depositor's hits bear a star; ? = inconclusive; . = no result given; & = joins results of further samples; [ ] = another dose, or the depositor's remark. Unless noted, calls follow the shape of the dose curve; as a rule, active = well fitted curve in the direction sought with a large enough effect; inconclusive = small, poorly fitted or top-dose-only effect, or another doubt; inactive = no such curve, though single readings can be large; an effect the other way counts as inactive or inconclusive. Unless noted, % is scaled to controls: 0 for no effect and ±100 for the full control effect.

SMILES	AmpC inh no detg	HCV inhibitor	Sm TGR inh	AmpC inh detg	Giardia FBPA inh	HCMV inh
N#Cc1cc2c(nc1SCc1cccnc1)CCCC2	-20%	?	-21%	?	-14%	-25
CCCc1nccn1S(=O)(=O)c1cc(Br)ccc1OC	.	.	8%	8%	.	3
Cc1nn(C)c(C(=O)N2CCN(C(=O)c3ccco3)CC2)c1[N+](=O)[O-]	-21%	4%	-21%	-12%	5%	-9
CN(C)CCCNC(=O)C(=O)NCC1OCCN1S(=O)(=O)c1cccs1 (stereo unspecified)	-13%	17%	-1%	-6%	.	0
CCCCNC(=O)O[C@H]1C[C@@H]2CCN3C(=O)CCC[C@H]([C@H]1CC)[C@H]23	6%	-6%	-8%	?	-1%	?
O=C1Cc2ccccc2C(=O)N1Cc1cccc(Cl)c1	-48%	7%	-9%	3%	-27%	-26
CC(C)c1ccc(OCCCN2CCCC2)cc1	3%	-11%	4%	-2%	-30%	5
NS(=O)(=O)c1ccc(NC(=O)COC(=O)c2ccc(Cl)cc2[N+](=O)[O-])cc1	-23%	-9%	8%	4%	-2%	-25
COc1ccc(N2CCN(C(c3cccs3)C(C)NC(=O)C(=O)N3CCCCC3)CC2)cc1 (stereo unspecified)	124%[activator]	-3%	-8%	-6%	11%	0
COc1ccc(-c2cccc(C3CC=CC4C3C(=O)N(Cc3ccccc3)C4c3ccc(OC)c(Cl)c3)c2)cc1 (stereo unspecified)	-35%	-23%	31%	-1%	0%	-26
CCCc1cc2c(cc1NC(=O)c1ccc(C)cc1)OCO2	-43%	-8%	1%	-1%	4%	7
COc1cccc(/C=C2/SC(=S)N(CC(=O)Nc3nnc(C)s3)C2=O)c1	-20%	8%	-12%	?	-5%	4
CCCc1nc(C)c(-c2ccc(OC)c(OC)c2)c(=O)[nH]1	-12%	10%	-5%	1%	3%	52
O=C(Nc1ccccc1)Nc1sccc1-c1nc2ccccc2s1	14µM*	-21%	-10%	8%	-25%	-24
CCOC(=O)c1ccc(N2C(=O)c3[nH]nc(-c4ccccc4)c3C2c2ccc(CC)cc2)cc1 (stereo unspecified)	.	.	7%	1%	.	-105*
COc1ccc(-c2cccc(C3CC=CC4C3C(=O)N(Cc3ccccc3)C4c3cc(C)ccc3F)c2)cc1 (stereo unspecified)	-4%	.	3%	5%	2%	.
CCCOc1c(OC)cccc1C1CC(=O)Nc2cc3c(cc21)OCO3 (stereo unspecified)	-28%	11µM*	0%	-10%	-5%	-19
CCN(CC)C(=O)c1ccc2c(c1)N(Cc1ccc(C(F)(F)F)cc1)C(=O)c1ccccc1S2	.	.	3%	2%	.	-13
CCOc1ccccc1NC1(c2ccccc2)C(=O)c2ccccc2C1=O	.	.	10%	0%	.	8
C/C(=N\NC(=O)COc1cccc(Br)c1)c1ccc2c(c1)OCCO2	-15%	0%	-1%	-2%	.	1
CCCOC(=O)c1ccc(OCC(O)CN2CCN(C(=O)c3ccccc3)CC2)cc1 (stereo unspecified)	136%[activator]	-18%	-13%	?	-2%	-1
O=C(O)CC(CC(=O)Nc1ccc2ccccc2n1)c1ccccc1 (stereo unspecified)	-15%	5%	11%	-1%	18%	3
COc1ccc(-c2ccc(SCC(=O)c3ccccc3)nn2)cc1OC	65%[activator]	?	-13%	1%	-13%	92
COc1ccc(CNC(=O)CCc2c(C)nn(-c3ccc(N4CCOCC4)nn3)c2C)cc1	.	.	1%	18%	.	-11

Compound profiles (already shown). Values in the order: AmpC inh no detg, HCV inhibitor, Sm TGR inh, AmpC inh detg, Giardia FBPA inh, HCMV inh
CCCOc1c(OC)cccc1C1CC(=O)Nc2cc3c(cc21)OCO3 (stereo unspecified) is listed with -28%, 11µM*, 0%, -10%, -5%, -19
O=C(O)CC(CC(=O)Nc1ccc2ccccc2n1)c1ccccc1 (stereo unspecified) is listed with -15%, 5%, 11%, -1%, 18%, 3

(list continues)
SMILES	AmpC inh no detg	HCV inhibitor	Sm TGR inh	AmpC inh detg	Giardia FBPA inh	HCMV inh
CCN(CC(=O)Nc1cccc(OC)c1)CC(=O)Nc1ccccc1C	0%	-13%	7%	-1%	-2%	-3
CCOC(=O)C1CCCN(C(=O)CN2C(=O)C(CC)Oc3ccc(C)cc32)C1 (stereo unspecified)	42%	5%	-19%	-10%	4%	-30
NS(=O)(=O)c1ccc(NC(=O)/C=C/c2ccccc2[N+](=O)[O-])cc1	-43%	?	0%	5%	-2%	-13
C=Cc1ccc(Cn2c(=O)n(C)c(=O)c3sccc32)cc1	-9%	?	0%	-17%	-6%	78
Cc1ccc([N+](=O)[O-])cc1NC(=O)CSc1n[nH]c(-c2cccnc2)n1	-13%	-15%	0%	6%	-28%	-30
CCOc1ccccc1NC(=O)N1CCC(n2nnc3cc(C)ccc32)CC1	-2%	-24%	2%	?	-6%	-4
COc1cccc(-c2csc(N3CCN(CC(=O)NNC(=O)c4ccc(Br)cc4)CC3)n2)c1	23%	-13%	13%	3%	2%	-11
Cc1ccc(C)c(NC(=O)Cc2nc(CNCC(C)C)cs2)c1	-6%	7%	?	1%	-8%	-13
CCC(Oc1ccccc1)C(=O)N1CCN(C(=O)C(CC)Oc2ccccc2)CC1 (stereo unspecified)	73%[activator]	22%	-21%	-1%	5%	-6
C=CCn1c(C)cc(C(=O)COC(=O)c2ccc(N)c([N+](=O)[O-])c2)c1C	-18%	?	-5%	-13%	-3%	22
N#Cc1cc2c(=O)n3ccccc3nc2n(-c2nnc(SCc3ccccc3Cl)s2)c1=O	.	.	-15%	5%	.	9
COc1cc(C(Nc2ccc(S(=O)(=O)N3CCC(C)CC3)cc2)C(=O)NCC2CCCO2)cc(OC)c1OC (stereo unspecified)	233%[activator]	-17%	0%	-18%	-6%	?
CCC(C)(C)n1nnnc1C(c1ccccc1F)N1CCN(C(=O)c2ccco2)CC1 (stereo unspecified)	57%	3%	-13%	?	-11%	-9
C=CCSC1=C(C#N)C2(CCCCC2)C(C#N)C(=O)N1 (stereo unspecified)	-23%	-7%	0%	?	-11%	-9
Cc1ccc(CN2CCc3c(OCc4ccc(F)cc4)cccc3C2=O)cc1	-31%	?	-2%	-5%	-3%	-81*
NC(=O)c1ccc(NCCc2ccccc2)c([N+](=O)[O-])c1	-11%[2.29 µM]	?	7%	8%	-11%	-26
O=C(NNS(=O)(=O)c1ccccc1[N+](=O)[O-])c1ccccc1[N+](=O)[O-]	-21%	25%	2%	?	-7%	47
Cc1cc(Cl)ccc1OCCn1cncn1	-5%	-4%	-7%	-5%	3%	23
Cc1oc2c(c(C)cc3oc(=O)c(CC(=O)NCc4ccc(F)cc4)c(C)c32)c1C	.	.	-1%	20%	.	-25
Cc1ccc(NS(=O)(=O)c2ccc(C(=O)OCC(=O)N3CCCCC3)cc2)cc1	-2%	22%	-1%	5%	.	-30
CC1CN(c2ccc([N+](=O)[O-])cn2)CC(C)O1 (stereo unspecified)	-19%	21%	5%	6%	0%	13
Cc1cc(C(=O)COc2ccc([N+](=O)[O-])cc2)c(C)n1C1CC1	-4%	?	?	-8%	2%	?
O=C(O)c1ccc(NS(=O)(=O)c2ccc(NC(=O)c3ccccc3Cl)cc2)cc1	-18%	7%	1%	-3%	4%	10
O=C(CN1CCOCC1)Nc1ccc(Br)cc1	-8%	15%	-1%	-12%	6%	61
NC(=O)C1CCN(C(=O)COCc2cc(-c3ccc4c(c3)OCO4)on2)CC1	-3%	12%	-6%	?	14%	43
CCNC(=O)NC(=O)C(C)OC(=O)c1oc2ccccc2c1CSC1CCCCC1 (stereo unspecified)	-44%	-13%	5%	8%	5%	-8
CCC(C)c1ccccc1N1CC(C(=O)N(C)CC(=O)Nc2cccc(F)c2)CC1=O (stereo unspecified)	191%[activator]	?	14%	-1%	.	-5
CCCCn1c(SCC(=O)OCC)nc2c1c(=O)[nH]c(=O)n2C	-7%	14%	2%	?	-1%	0
Cc1ccc(-c2ccc(CCC(=O)O)n2NC(N)=S)cc1	-19%	17%	-21%	?	-12%	14
NC(=O)c1ccccc1NC(=O)CCN1C(=O)c2ccccc2C1=O	-25%	4%	1%	-11%	2%	-17
Cc1cc(C)c2cc(C(=O)Nc3ccc(C)c(F)c3)[nH]c2c1	-52%	?	-8%	-4%	-9%	-37
O=C(Nc1ccc(N2CCCCC2)c(Cl)c1)c1ccc(N2CCOCC2)c([N+](=O)[O-])c1	4%	?	0%	-15%	-5%	-80*
Cc1ccc(NC(=O)Cn2c(=O)nc(-c3ccccc3)c3ccccc32)cc1F	.	.	-5%	-1%	.	49
COc1ccc(OC)c(NS(=O)(=O)c2ccc(-c3cc(C)no3)s2)c1	.	.	-6%	-4%	.	0
O=C(Nc1ccc(N=Nc2ccccc2)c(NC(=O)C2CCCO2)c1)C1CCCO1 (stereo unspecified)	271%[activator]	2µM*	-10%	-3%	1%	-61*
O=C(COC(=O)c1ccc2ncsc2c1)Nc1ccccc1Cl	-43%	11%	.	.	.	13

Continued (5 carried over from the part before).
SMILES	AmpC inh no detg	HCV inhibitor	Sm TGR inh	AmpC inh detg	Giardia FBPA inh	HCMV inh
O=C(Nc1ccc(N2CCCCC2)c(Cl)c1)c1ccc(N2CCOCC2)c([N+](=O)[O-])c1	4%	?	0%	-15%	-5%	-80*
Cc1ccc(NC(=O)Cn2c(=O)nc(-c3ccccc3)c3ccccc32)cc1F	.	.	-5%	-1%	.	49
COc1ccc(OC)c(NS(=O)(=O)c2ccc(-c3cc(C)no3)s2)c1	.	.	-6%	-4%	.	0
O=C(Nc1ccc(N=Nc2ccccc2)c(NC(=O)C2CCCO2)c1)C1CCCO1 (stereo unspecified)	271%[activator]	2µM*	-10%	-3%	1%	-61*
O=C(COC(=O)c1ccc2ncsc2c1)Nc1ccccc1Cl	-43%	11%	.	.	.	13
CNS(=O)(=O)c1ccc(N2CCCC2=O)c([N+](=O)[O-])c1	-14%	1%	1%	-2%	-2%	-21
Cc1ccc(OCc2nnc(SCC(=O)N3c4ccccc4Sc4ccc(Cl)cc43)o2)cc1	-29%	?	0%	?	0%	-25
CCOc1cccc(C(=O)Nc2nnc(-c3ccco3)s2)c1	-42%	1%	?	-3%	-25%	55
COc1ccc(NC2CCCN(C(=O)COc3ccc(C)cc3)C2)cc1 (stereo unspecified)	45%	.	-23%	-3%	-6%	-35
Cc1cccc(NC(=O)CN2C(=O)N/C(=C/c3ccc(-c4cccc(C(=O)O)c4C)o3)C2=O)c1	-14%	10%	.	2%	-3%	-24
CC(NC(=O)CCl)c1ccccc1Br (stereo unspecified)	-13%	-13%	16µM*	3%	-18%	?
CC(C)CC1(C(=O)NCc2ccccn2)C=CCN1C(=O)c1ccccc1 (stereo unspecified)	-8%	-2%[8.37 µM]	-2%	-12%	5%&0%	5
O=C1C=C(Nc2ccccc2)CC(c2ccccc2)C1 (stereo unspecified)	-16%	6%	-5%	-1%	4%	3
CCn1c(-c2ccc(F)cc2)n[nH]c1=S	-5%	11%	-11%	2%	-12%	28
COCCCNC(=S)NNC(=O)c1csc(C)n1	-32%	-2%	11%	6%	?	-31
COC(=O)C1=C(c2ccc(C(C)=O)cc2)C[C@@H]2CC[C@H]1N2C(=O)N1CCCCC1	63%[activator]	-1%	-20%	6%	.	.
CCOC(=O)c1nnn(-c2nonc2-c2ccccc2)c1C	-8%	-1%	-3%	1%	10%	?
